CYP2C19 inhib = human CYP2C19 inhibition | P33261 | CYP2C19 Supersomes, luciferin-H EGE luminescence, 30 min | inhibition, % at 5 µM | 96,000 tested, 21% active | AID 778;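 active = CYP2C19 inhibition above a set limit at 5 µM in the primary screen, cut at about 50% in these data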;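 note: plate controls were negative control wells for no effect and 2.5 mM tranylcypromine positive control for full effect; values of inactives mirror those of a sister screen read the other way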
CD11b adhes enh = increases human CD11b/CD18 adhesion to fibrinogen. P05107+P11215. K562 CD11b/CD18 adhesion to fibrinogen, ATPlite luminescence. activation, % at 10 µM. 93,000 tested, 0.07% active;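 active = 10 µM primary screen giving 50% or more activity, confirmed by 40% or more on retest at that dose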; note: strong numbers were not always called active; reference of the scale not given here
Target sequence (P05107 whole entry, looked up, other chains not shown): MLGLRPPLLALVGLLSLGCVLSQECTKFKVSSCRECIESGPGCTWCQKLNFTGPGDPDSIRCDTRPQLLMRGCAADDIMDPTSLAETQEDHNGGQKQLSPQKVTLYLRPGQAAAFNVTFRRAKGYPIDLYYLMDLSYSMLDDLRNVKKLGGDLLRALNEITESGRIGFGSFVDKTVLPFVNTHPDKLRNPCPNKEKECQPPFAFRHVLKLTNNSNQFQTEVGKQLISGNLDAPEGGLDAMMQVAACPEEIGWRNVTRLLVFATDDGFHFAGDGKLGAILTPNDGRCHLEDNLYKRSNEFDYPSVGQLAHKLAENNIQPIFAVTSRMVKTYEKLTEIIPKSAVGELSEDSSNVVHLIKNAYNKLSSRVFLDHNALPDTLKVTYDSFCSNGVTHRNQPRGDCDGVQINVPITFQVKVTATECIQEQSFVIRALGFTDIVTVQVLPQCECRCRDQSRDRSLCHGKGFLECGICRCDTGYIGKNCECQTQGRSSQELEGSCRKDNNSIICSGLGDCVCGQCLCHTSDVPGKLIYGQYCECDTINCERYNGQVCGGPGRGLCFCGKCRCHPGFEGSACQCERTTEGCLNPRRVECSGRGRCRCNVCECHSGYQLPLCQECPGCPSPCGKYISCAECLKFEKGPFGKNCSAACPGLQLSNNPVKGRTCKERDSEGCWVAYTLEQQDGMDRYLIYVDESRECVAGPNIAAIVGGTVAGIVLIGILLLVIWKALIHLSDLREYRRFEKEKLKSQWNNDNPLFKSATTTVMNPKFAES
Mac1 fbg inh = inhibitors of human CD11b/CD18 binding to fibrinogen; P05107+P11215; K562 CD11b/CD18 adhesion to fibrinogen, ATPlite luminescence; Mn2+ added to activate the integrin; 93,000 tested, 0.54% active; inhibition, % at 10 µM; AID 1497;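 active = primary inhibition of 50% or more at 10 µM, then 40% or more on retest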; note: some results filed as inactive read as strong as hits
PTK2B oligo ant = blocks oligomerization of human Pyk2 in cells; Q293 cells, Pyk2 FERM NanoBiT luminescence; hits give low values; z-score (the deposit names both 25 µM and 10 µM); AID 1347419; Q14289; 99,000 tested, 0.83% active;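 active = Z-score of -3 or lower, scaled per plate to the spread of control and sample wells; inactive = z-score above -3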;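 note: negative z-score means lost luminescence so less FERM oligomerization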
CYP2C9 act = increases human cytochrome P450 2C9 activity. 96,000 tested, 1.4% active. recombinant CYP2C9, luciferin-H conversion, luminescence; hits give high values; factor 1 = untreated enzyme, 0 = blocked. activation factor at 5 µM;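 active = activation factor of 2 or more for CYP2C9 at a 5 µM dose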;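 note: 0 = sulfaphenazole-blocked wells and 1 = vehicle-only wells; values of inactives mirror those of a sister screen read the other way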
MT1-MMP txn act = MT1-MMP promoter transcription activation | HT1080 MT1-MMP promoter luciferase reporter, luminescence, overnight; hits give high values | activation factor at 10 µM | 86,000 tested, 0.16% active | AID 750;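 active = activation factor of at least 2 for MT1-MMP transcription at 10 µM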
CYP2C19 activ = cytochrome P450 2C19 (human) activation; AID 1025; recombinant CYP2C19, luciferin-H EGE luminescence; hits give high values; 0 = fully inhibited enzyme, 1 = untreated enzyme; activation factor at 5 µM; 96,000 tested, under 10 active;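 active = activation factor of at least 2 at 5 µM in the primary screen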;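 note: 0 = wells with 2.5 mM tranylcypromine and 1 = vehicle-only wells; values of inactives mirror those of a sister screen read the other way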
PLAP activator = activators of human placental alkaline phosphatase | P05187 | purified PLAP enzyme, luminescent substrate read-out; hits give high values | activation fold at 20 µM | 96,000 tested, 1.2% active | AID 696; in the data active = activation fold above about 2
CYP2C9 inhib = inhibitors of human CYP2C9. P11712. CYP2C9 Supersomes, luciferin-H conversion, luminescence. inhibition, % at 5 µM. 96,000 tested, 20% active. AID 777;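 active = blocking of liver enzyme CYP2C9 beyond about 50% at 5 µM, limit read from the data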; note: values of inactives mirror those of a sister screen read the other way
An asterisk follows results filed as active; / = not tested or not shown.

SMILES	CYP2C19 inhib	CD11b adhes enh	Mac1 fbg inh	PTK2B oligo ant	CYP2C9 act	MT1-MMP txn act	CYP2C19 activ	PLAP activator	CYP2C9 inhib
S=c1[nH]nc(-c2ccncc2)n1CC1CCCO1 (centres undefined)	1	8	-17	-0.81	0.9	1	1	1.1	14
COc1ccc(CNc2nc3c(c(=O)[nH]c(=O)n3C)n2CCCc2ccccc2)cc1	-15	-1	-11	0.02	1	1.1	1.2	0.9	3
Cc1nc2ccc(S(=O)(=O)NCC(=O)N3CCc4ccccc4C3)cc2s1	66*	12	5	1.2	0.6	1	0.3	1.4	37
CSc1nnc(-c2sc3cc(C(F)(F)F)cnc3c2-c2cccnc2)n1C	31	-1	1	-0.78	0.7	/	0.7	0.9	33
CCCCn1c(Nc2ccccc2)nc2ccccc21	14	0	-24	-0.27	0.8	1.1	0.9	0.8	16
NC(=O)c1ccccc1NC(=O)CCN1C(=O)c2ccccc2C1=O	14	-1	-9	-0.32	0.8	1	0.9	1	20
CCC(C)c1ccc(NC(=O)COC(=O)C2=COCCO2)cc1 (centres undefined)	-6	-1	10	0.2	0.9	/	1.1	0.9	14
Cc1cc(NS(=O)(=O)c2ccc(NC(=O)Nc3ccccc3)cc2)no1	1	1	-26	0.9	0.9	1.1	1	0.9	7
Oc1ccccc1CNCCCNCc1ccccc1O	43	-2	-3	-0.44	0.6	1.3	0.6	1.8	37
Cc1cccc(NC(=O)CN2NS(=O)(=O)c3ccccc3C2=O)c1	33	-2	9	-0.89	0.4	/	0.7	1.3	59*
COC(=O)CCS(=O)(=O)c1ccc(Cl)cc1	46	-2	-18	0.09	0.9	1	0.5	0.9	11
CCN(CCCNC(=O)CCNC(=O)Cn1cnc2ccccc2c1=O)c1cccc(C)c1	10	-6	-8	-0.38	0.6	1.4	0.9	1.5	38
Cc1ccccc1C(=O)NNc1ccc([N+](=O)[O-])cc1	15	-4	1	0.2	1	/	0.9	0.8	0
Cc1ccc(NC(=O)/C(=C/c2ccco2)c2ccccc2)c(C)c1	15	-2	-28	-0.42	0.8	1.1	0.9	0.9	18
Cc1cccc(CS(=O)(=O)Cc2ccc(C(=O)NCC3CCCO3)o2)c1 (centres undefined)	5	10	-28	/	0.9	1	1	0.8	7
COc1ccc(-c2ncncc2-c2csc(C)n2)c(O)c1	89*	3	2	-0.54	0.5	1.2	0.1	1.2	49
O=C(c1ccc(S(=O)(=O)N2CCCCC2)cc1)c1nnc(-c2ccc(Cl)cc2)o1	2	6	9	-0.23	0.9	1	1	1.1	6
C=CCn1c(=O)c2c(nc3n2CCN3c2cccc(Cl)c2C)n(C)c1=O	8	-2	9	-0.06	0.5	1.1	0.9	1.1	45
CCCNS(=O)(=O)c1ccc(CCC(=O)NCc2ccc3c(c2)OCO3)cc1	80*	-7	-9	2.2	0.3	1.1	0.2	0.8	74*
c1nnc(NC2=NCCCCC2)s1	11	0	-41	-0.39	0.9	1.3	0.9	1	6
N#Cc1nn(-c2ccccc2)nc1N1CCCCC1	16	-2	-15	-0.18	0.5	1.4	0.8	0.9	51*
COc1ccc(Nc2cc(=O)n(C3CCCCC3)c(=O)[nH]2)c(OC)c1	6	/	/	-1.9	0.9	1.3	0.9	1	10
CCOC(=O)N1CCN(Cc2cc(=O)oc3ccc(Cl)cc23)CC1	73*	3	39	0.82	0.4	1.3	0.3	1.3	56*
Cn1nnc(C(O)CNCc2cccs2)n1 (centres undefined)	12	-3	-8	0.39	0.8	1	0.9	0.9	20
NS(=O)(=O)c1ccc(CCNC2CC(=O)N(Cc3ccccc3)C2=O)cc1 (centres undefined)	-7	-1	3	-0.33	0.9	1.2	1.1	1	11

(listing goes on)
SMILES	CYP2C19 inhib	CD11b adhes enh	Mac1 fbg inh	PTK2B oligo ant	CYP2C9 act	MT1-MMP txn act	CYP2C19 activ	PLAP activator	CYP2C9 inhib
CCCC(=O)Nc1ccc(C(=O)NCC2CCCO2)cc1 (centres undefined)	7	-1	-33	0.13	0.8	1.1	0.9	1.1	19
Cc1ccc2[nH]c(=O)c(COC(=O)c3ccccn3)cc2c1	23	-1	8	0.72	0.9	1.2	0.8	0.9	9
Cc1ccccc1-c1nc2ccccc2c(=O)n1/N=C/c1ccccc1[N+](=O)[O-]	9	-1	-4	0.46	0.9	/	0.9	0.9	10
CCOC(=O)C1=C(CSc2nc3c(cc2C#N)CN(C)CC3)OC(N)=C(C#N)C1c1ccc(F)cc1 (centres undefined)	92*	0	44	0.44	0.1	1.1	0.1	1.6	86*
COc1cc(OC)cc(-c2nc(-c3cc4cc(C)ccc4nc3OC)no2)c1	23	10	-6	0.28	1	0.9	0.8	1.1	1
CCc1ccc(OCC(=O)NCc2ccco2)c(Br)c1	87*	-1	6	-0.31	0.3	1.3	0.1	1.4	72*
CS(=O)(=O)N1CCN(c2ccc([N+](=O)[O-])c(NCc3ccccc3)c2)CC1	-16	1	3	-0.77	1.1	/	1.2	1.1	-10
O=C(CNC(=O)c1ccco1)NCC(=O)OCc1ccc(Cl)cc1	0	2	4	0.49	0.5	/	1	0.9	47
CCN(CCCNC(=O)CCc1nc(-c2ccc(OC)cc2)no1)c1cccc(C)c1	93*	3	-6	0.64	0.1	/	0.1	1.5	87*
CCN(CC)S(=O)(=O)c1ccc(NS(=O)(=O)c2ccc(C)c(C)c2)cc1	98*	-2	-4	-1.9	0	/	0	1.5	99*
CCOC(=O)c1sc(=S)n(C)c1C	8	-4	-1	1.4	1.2	1	0.9	1.2	-16
COc1ccc(NC(=O)c2c(F)c(F)c(F)c(F)c2F)cc1Cl	32	0	19	0.57	1	1.2	0.7	1.1	0
Oc1ccc(-c2[nH]ncc2-c2ccc(Cl)cc2)c(O)c1	92*	/	/	-1.7	0.1	1.2	0.1	1.6	91*
CCOC(=O)c1c(NC(=O)CSc2nnc(Cc3ccccc3)o2)sc(C(C)=O)c1C	39	-8	87	0.19	0.5	1.2	0.6	1	52*
CCNC(=O)CSc1ncnc2sccc12	14	42	3	0.09	0.9	1.1	0.9	1.2	6
Cc1cccc(NC(=O)c2ccc(N(C)C3CCCCC3)c([N+](=O)[O-])c2)n1	3	6	-9	-2.4	0.8	/	1	1.1	20
COc1cc(-n2c(C)nc3cc(C(=O)N4CCOCC4)ccc32)cc(OC)c1OC	-14	0	6	2	1.1	1.1	1.1	1.3	-13
COc1ccc(N/C=C(\C#N)c2ccc(OCCCF)cc2)cc1	5	-4	-2	-0.46	0.7	1.1	1	1	26
COc1ccc(-c2ccc3c(N)c(C(=O)c4cccc(OC)c4)sc3n2)cc1	16	41	-43	-0.47	0.9	/	0.8	0.9	12
Cc1ccc(N/C(N)=N/c2nc3c(c(=O)[nH]2)CCCC3)c(C)c1	7	/	/	-0.06	0.9	/	0.9	1.4	11
Cc1ccc(N2C(N)=NC(N)=NC23CCCC3)c(C)c1	-19	-6	-1	-0.04	1	1	1.2	0.9	5
Cc1ccc(S(=O)(=O)NCc2ccncc2)cc1	97*	-5	69*	1.4	0.8	1	0	0.8	24
O=C(CS(=O)(=O)c1cccc(C(F)(F)F)c1)Nc1ccccc1Cl	60*	/	/	0.36	1.9	/	0.4	0.8	-87
COC(=O)C(C(=O)NCC1CCCO1)C1CCCCCC1 (centres undefined)	-1	1	3	0.47	1.1	1.1	1	1.2	-7
CCc1nnc(NC(=O)CCC(=O)N2CCN(Cc3ccccc3)CC2)s1	-8	0	16	0.63	1.2	1.2	1.1	1.2	-17

Compounds listed so far that contain a cyano group:
SMILES	CYP2C19 inhib	CD11b adhes enh	Mac1 fbg inh	PTK2B oligo ant	CYP2C9 act	MT1-MMP txn act	CYP2C19 activ	PLAP activator	CYP2C9 inhib
N#Cc1nn(-c2ccccc2)nc1N1CCCCC1	16	-2	-15	-0.18	0.5	1.4	0.8	0.9	51*
CCOC(=O)C1=C(CSc2nc3c(cc2C#N)CN(C)CC3)OC(N)=C(C#N)C1c1ccc(F)cc1 (centres undefined)	92*	0	44	0.44	0.1	1.1	0.1	1.6	86*
COc1ccc(N/C=C(\C#N)c2ccc(OCCCF)cc2)cc1	5	-4	-2	-0.46	0.7	1.1	1	1	26

Next part.
SMILES	CYP2C19 inhib	CD11b adhes enh	Mac1 fbg inh	PTK2B oligo ant	CYP2C9 act	MT1-MMP txn act	CYP2C19 activ	PLAP activator	CYP2C9 inhib
Cc1nc2c(C(=O)NCCc3ccccc3)c[nH]n2c(=O)c1Cl	-3	-3	-3	-0.07	0.4	1.2	1	1.3	64*
COc1ccc(-c2[nH]c(-c3ccccc3)nc2SCC(=O)NCc2ccco2)cc1OC	16	3	-10	/	0.9	/	0.8	1	10
CCOC(=O)C1=C(C)NC(=O)NC1c1ccc(OC)c(CN2CCOCC2)c1 (centres undefined)	15	/	/	-0.52	0.9	0.9	0.9	1.5	14
COc1cccc2cc(C(=O)C3=C(O)C(=O)N(CCN4CCOCC4)C3c3cccs3)oc12 (centres undefined)	-10	-3	16	1.1	1.2	1.1	1.1	1.4	-22
CC1=C(C)CC(C(=O)c2ccc(C)cc2)C(C(=O)O)C1 (centres undefined)	-12	1	10	1.2	1.2	1.1	1.1	1.1	-17
COc1cnc(-c2ccccn2)nc1Oc1ccccc1Cl	8	0	-8	0.11	1	/	0.9	1.2	-5
Cc1cc(C)n(-c2ccc(C(=O)OCC(=O)c3ccc(Br)s3)cc2)n1	77*	-3	7	0.55	0.1	1.1	0.2	1.1	90*
O=C(NCCN1CCN(Cc2ccccc2Cl)CC1)Nc1ccccc1	-1	/	/	0.15	0.5	1	1	0.8	48
CCOC(=O)Cc1csc(NC(=O)CN(C)S(=O)(=O)c2ccc3c(c2)CCC(=O)N3)n1	-17	0	13	/	0.3	1.2	1.2	1.1	66*
Cc1ccc2[nH]c3c(c2c1)CCC3=O	14	-3	-14	0.9	0.8	1.1	0.9	1	23
CC(C)C1CC(=O)NC(SCC(=O)Nc2ccc(Br)cc2)=C1C#N (centres undefined)	27	1	-4	-1.3	0.8	1.2	0.7	0.9	20
CC(C)(C)c1cc(C(c2cccnc2)N2CCN(CCO)CC2)cc(C(C)(C)C)c1O (centres undefined)	80*	-6	52*	-1.7	0	/	0.2	1.3	96*
Cc1cc(C)n(-c2ccc(C(=O)Oc3ccc4c(c3)OCO4)cc2)n1	-10	1	-24	-0.23	1.1	1	1.1	1	-8
O=C(Cn1nnc(-c2ccccc2)n1)c1ccccc1	59*	-3	8	-0.54	1.2	1.3	0.4	0.7	-23
CCOCCCNC(=O)CS(=O)(=O)Cc1nc(-c2cccc(OC)c2)oc1C	-1	0	-10	0.29	0.9	1.1	1	1.5	10
COc1c2ccoc2nc2c(OC)c(OCC(O)C(C)(C)O)ccc12 (centres undefined)	-7	-2	-6	1.1	1.3	1.5	1.1	0.8	-35
OCCN(CCO)c1ncnc2c1sc1nc(N3CCOCC3)c3c(c12)CCCC3	81*	5	3	-0.93	0.1	1	0.2	1.4	89*
COCc1[nH]nc2c1C1(C(=O)N(C)c3ccccc31)C(C#N)=C(N)O2 (centres undefined)	-4	0	0	0.8	1	1	1	1	0
COc1ccc(OC)c(NC(=O)c2cnn(-c3ccccc3Cl)c2NC(=O)c2ccco2)c1	-1	2	-5	0.06	0.8	1.1	1	1.4	24
CCOC(=O)Cn1nnnc1CN(Cc1ccc(OC)cc1)Cc1cc2cc(CC)ccc2[nH]c1=O	97*	1	0	0.44	0	1.1	0	1.5	95*
N#Cc1c(N2CCOCC2)nc(-c2ccco2)c2c1CCCC2	21	-1	-8	-0.49	0.3	1.1	0.8	1.3	67*
COc1ccc(CCn2c(N3CCN(C)CC3)nc3c2c(=O)[nH]c(=O)n3C)cc1	13	-3	3	0.18	0.9	1.1	0.9	1.2	8
COC(=O)c1ccc2c(=O)n(C3CCCCC3)c(SCC#N)nc2c1	-6	-11	3	-2.6	1.1	1	1.1	1	-9
CC(C)(C)C1=Nn2c(nnc2-c2ccco2)SC1	33	5	-11	0.23	0.7	1	0.7	0.8	32
Clc1ccc(OCc2cn3cccnc3n2)c2ncccc12	22	0	-13	0	0.6	1.6	0.8	1.5	43

Screens deposited in PubChem by Sanford-Burnham Center for Chemical Genomics.
